# Assay outcomes from PubChem BioAssay.
# NPR1 activator = GC-A stimulated cGMP production enhancers – HEK293 GC-A cells, cGMP TR-FRET, EC30 ANP, primary screen; actives 0.14% (n = 370,000); Atrial natriuretic peptide receptor 1 (Homo sapiens), P16066; activation, % at 10 µM; 0% at EC30 ANP, 100% saturating ANP; in the data active = activation above about 40%
# proKLK7 act = proKLK7 zymogen activators, primary screen, biochemical, fluorescence intensity. purified proKLK7, EDANS-DABCYL substrate fluorescence; 100% is mature enzyme control, 0% vehicle. actives 0.9% (n = 370,000). activation, % at 7 µM. Kallikrein-7 (Homo sapiens), P49862;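 active = activation above the mean of all tested compounds plus 3 SD, computed per campaign excluding outliers beyond control limits, cut at about 13% in these data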
# ASAP1 GAP inh = inhibitors of human ASAP1 ArfGAP activity, primary screen, biochemical, fluorescence polarization; ASAP1-stimulated ARF1 GTP hydrolysis, GDP FP detection; inhibition, % at 16.5 µM; actives 0.19% (n = 360,000); AID 624377, 2012; in the data active = inhibition above about 25%;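 also: 0% = vehicle with enzyme and substrate and 100% = no enzyme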
# Target sequence (Q9ULH1 325-724 limits assumed): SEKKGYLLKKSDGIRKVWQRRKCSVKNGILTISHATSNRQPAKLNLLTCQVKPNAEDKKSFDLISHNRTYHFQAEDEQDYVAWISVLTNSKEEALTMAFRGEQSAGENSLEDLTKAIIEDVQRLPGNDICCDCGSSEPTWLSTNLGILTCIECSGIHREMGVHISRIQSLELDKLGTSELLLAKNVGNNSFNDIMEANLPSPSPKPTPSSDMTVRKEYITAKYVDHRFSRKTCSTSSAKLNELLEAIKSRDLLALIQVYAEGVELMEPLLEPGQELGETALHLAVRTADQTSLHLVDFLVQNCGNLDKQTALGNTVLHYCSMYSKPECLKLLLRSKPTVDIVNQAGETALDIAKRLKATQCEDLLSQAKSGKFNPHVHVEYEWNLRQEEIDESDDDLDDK
# DDE Tn6 FP inh = inhibitors of Tn6 peptide binding to fibrin DD(E), primary screen, biochemical, fluorescence polarization, human fibrin, Tn6 probe. AID 720509, 2013. Fibrin DD(E) TRITC-Tn6 fluorescence polarization displacement. Fibrinogen beta chain (Homo sapiens), P02675. actives 0.21% (n = 370,000). inhibition, % at 8.3 µM;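 active = inhibition above a per-campaign cutoff: mean of compounds within control limits plus 3 SD, cut at about 15% in these data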;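 also: 0% = median of all compound wells on the plate and 100% = blocking peptide control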
# FXN GAA850 act = FXN promoter activators, primary screen, cell-based, luciferase luminescence, HEK293 lucGAA850; actives 0.56% (n = 360,000); HEK293 lucGAA850 FXN promoter luciferase reporter, 24 h; percent of 10 µM SAHA response; AID 540364, 2011; activation, % at 6 µM;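 active = activation above the average of all compounds screened plus 3 SD, cutoff fixed separately per campaign, cut at about 7.5% in these data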;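 also: 0% = DMSO wells and 100% = 10 µM SAHA wells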
# NPR2 activator = human GC-B receptor activators, primary screen, HEK293 GC-B cells, cGMP TR-FRET, EC30 CNP. activation, % at 10 µM. 0% at EC30 CNP, 100% saturating CNP. actives 0.11% (n = 370,000). AID 1920062, 2024. Atrial natriuretic peptide receptor 2 (Homo sapiens), P20594;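 active = activation at 10 µM reaching about 35% in either raw or pattern-adjusted values, limit read from the data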
# rCAG binder = binders of r(CAG) RNA repeats, primary screen, biochemical, fluorescence; actives 1.3% (n = 370,000); r(CAG) RNA repeat, TO-PRO-1 dye displacement fluorescence; inhibition, % at 3 µM; AID 651821, 2012;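 active = inhibition above the plate cutoff, the mean of all test compounds on that plate plus 3 SD, cut at about 35% in these data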;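 also: 0% = DMSO alone and 100% = 100 µM mitoxantrone as full dye displacement; higher means more dye released from RNA so lower well fluorescence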
# HGIII-sPLA2 inh = human group III sPLA2 inhibitors, primary screen, biochemical, QFRET, BODIPY PC-A2 liposome substrate; Group 3 secretory phospholipase A2 (Homo sapiens), Q9NZ20; QFRET BODIPY PC-A2 liposome hydrolysis, fluorescence; inhibition, % at 12.2 µM; actives 0.56% (n = 370,000); AID 743126, 2013;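 active = inhibition above mean plus 3 SD of compounds lying within the high and low control bounds, cut at about 19% in these data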;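 also: 0% = median of test compound wells and 100% = no enzyme DMSO wells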
# ADAM10 inh = human ADAM10 inhibitors, primary screen, biochemical, QFRET, HTS. Disintegrin and metalloproteinase domain-containing protein 10 (Homo sapiens), O14672. recombinant ADAM10, EDANS/DABCYL FRET peptide cleavage, 3 h. inhibition, % at 7 µM. actives 0.62% (n = 370,000). AID 720582, 2013;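 active = inhibition above a per-campaign cutoff equal to the mean of compounds falling between control-based bounds plus 3 SD, cut at about 20% in these data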;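 also: 0% = DMSO wells while the 100% control is not disclosed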
# Target sequence (O14672 214-748 limits assumed): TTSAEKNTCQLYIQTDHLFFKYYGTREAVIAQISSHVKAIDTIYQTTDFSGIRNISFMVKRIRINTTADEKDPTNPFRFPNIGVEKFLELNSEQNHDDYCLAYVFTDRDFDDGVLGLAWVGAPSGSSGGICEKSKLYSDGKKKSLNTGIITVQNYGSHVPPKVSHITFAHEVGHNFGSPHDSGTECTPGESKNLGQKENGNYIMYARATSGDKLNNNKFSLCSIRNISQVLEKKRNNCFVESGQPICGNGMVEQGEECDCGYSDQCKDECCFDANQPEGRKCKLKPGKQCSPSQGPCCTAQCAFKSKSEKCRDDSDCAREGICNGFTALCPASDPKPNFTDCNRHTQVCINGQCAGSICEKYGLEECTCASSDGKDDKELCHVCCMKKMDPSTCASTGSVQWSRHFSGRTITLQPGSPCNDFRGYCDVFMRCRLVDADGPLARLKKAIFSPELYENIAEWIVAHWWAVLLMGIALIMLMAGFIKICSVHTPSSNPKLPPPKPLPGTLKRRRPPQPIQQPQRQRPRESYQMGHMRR
# ARFGAP1 inh = inhibitors of rat ARFGAP1 GAP activity, primary screen, biochemical, fluorescence polarization, GDP tracer | ADP-ribosylation factor GTPase-activating protein 1 (Rattus norvegicus), Q62848 | Arfgap1-stimulated ARF1 GTP hydrolysis, GDP FP detection | inhibition, % at 16.5 µM | actives 0.26% (n = 360,000) | AID 651572, 2012;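 active = inhibition above a per-plate limit, mean inhibition of low control wells plus 3 SD, cut at about 25% in these data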;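 also: 0% = DMSO wells with enzyme and 100% = wells lacking Arfgap1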
# Target sequence (Q62848 1-136 limits assumed): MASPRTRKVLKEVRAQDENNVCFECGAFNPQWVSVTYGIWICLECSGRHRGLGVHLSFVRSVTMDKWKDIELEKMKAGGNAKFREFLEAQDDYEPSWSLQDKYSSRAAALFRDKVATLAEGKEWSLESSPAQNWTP
#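 Assay system: purified rat His6-Arfgap1 residues 1-136 (GAP domain); Reagent: human Δ17 ARF1 bound to GTP; Dosing: 16.5 µM single point, 1.26% DMSO; Times: GTP hydrolysis reaction 2 h at 25 °C; Signal: FP, GDP Alexa 633 tracer displaced from anti-GDP antibody, 620/688 nm; Measure: % inhibition from polarization.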
# * hit, by the source's call; x = no result given.
SMILES,NPR1 activator,proKLK7 act,ASAP1 GAP inh,DDE Tn6 FP inh,FXN GAA850 act,NPR2 activator,rCAG binder,HGIII-sPLA2 inh,ADAM10 inh,ARFGAP1 inh
Cc1ccccc1OCC(O)Cn1c(NCc2ccco2)nc2c1c(=O)n(C)c(=O)n2C (stereo not given),1,0.1,-14,5,-2.0,-1,-7,-3,0,14
CN/C=C1\C(=O)C(C)(C)Oc2ccc3ccc(=O)oc3c21,-1,0.9,-6,-5,0.8,-1,-6,8,-13,5
COc1cccc(N2CCN(C(=O)CSc3ccc(F)cc3)CC2)c1,1,-0.3,3,7,0.8,-4,-4,-7,-1,-9
CN=C1S/C(=C\c2ccc(O)c(OC)c2)C(=O)N1C,-10,0.1,1,-10,9.9*,-10,5,0,-11,5
CC1=CC(=O)C2=C(C)CCC3C(C)C(=O)OC3C12 (stereo not given),2,-0.3,2,1,-0.9,0,4,7,-6,-2
COc1ccc(N2CCN(CCNC(=O)c3ccc(NC(=O)C4CCCO4)cc3)CC2)cc1 (stereo not given),0,-0.2,9,-6,1.3,-8,-7,6,-5,6
Cn1cnnc1SCC(=O)N/N=C/c1ccc(OCC(N)=O)cc1,2,-0.3,-2,-8,1.9,6,0,10,-3,-6
O=C(c1ccccc1)N1CC(COc2ccccc2)OC(c2cccnc2)O1 (stereo not given),-9,0.5,0,-2,-1.4,0,-5,-12,5,8
Cc1ccc(S(=O)(=O)NCc2ccc(C(=O)N3CCN(c4ccc([N+](=O)[O-])cc4)CC3)cc2)cc1,0,0.2,0,2,-5.3,-2,6,-11,10,1
CC(Sc1nc(-c2ccccc2)c(-c2ccccc2)[nH]1)C(=O)NCC1CCCO1 (stereo not given),-16,-3.6,6,0,2.9,-12,3,-15,-30,0
COc1ccc2oc(=O)cc(CN3CCN(Cc4ccc(OC)c(OC)c4OC)CC3)c2c1,-19,2.5,-6,-3,-0.4,-9,-5,-5,-43,1
C=CCn1c(SCc2nc3cc(C(F)(F)F)ccc3c(=O)[nH]2)nc2sc(CC)cc2c1=O,-6,-0.5,-22,-2,-0.2,-7,16,7,-6,-14
CN(C)c1ccc(/C=N/NC(=S)NCc2ccco2)cc1,-4,-11,8,-2,1.2,-2,5,26*,-457,6
Cc1cccc(NC(=O)Nc2c(C)[nH]c(=O)[nH]c2=O)c1C,3,-0.5,-9,-5,1.5,5,-3,0,2,5
C=CCn1c(SCc2nc3sc(C(=O)O)c(C)c3c(=O)[nH]2)nnc1-c1ccc(C(C)(C)C)cc1,2,-0.8,14,-3,-2.8,-1,25,2,1,9
O=C(Nc1ccc(Cl)cc1)Nc1ccc(Br)cn1,-3,0.1,3,2,0.5,-1,2,2,-4,2
O=C(Nc1cccc(F)c1)Nc1ccc2c(c1)OCO2,-2,0.1,6,-5,3.2,-5,5,-26,10,-11
N=C1C(c2ccccc2)=C(O)CN1c1cccc(S(N)(=O)=O)c1,-1,0.1,3,6,0.3,2,0,8,6,1
COC(=O)N1Cc2ccnnc2CC1c1ccccc1-c1ccccc1 (stereo not given),1,0.8,8,-2,x,0,4,-3,-5,-7
O=C(Nc1ccccc1)c1cccc(N2C(=O)C3C4C=CC(C4)C3C2=O)c1 (stereo not given),-1,0.0,1,2,0.1,-1,-5,1,-6,-1
CCOC(=O)N1CCN(S(=O)(=O)c2ccc(OCC)c(C)c2)CC1,3,0.5,1,4,1.8,5,-10,-1,-4,-2
CCOc1cccc(CN2CCC(N3CCC(C(=O)NCC4CCCO4)CC3)CC2)c1 (stereo not given),-2,-0.7,-9,-3,-0.6,-1,-6,2,-8,8
N#Cc1ccccc1S(=O)(=O)N1CCN(c2ccc(S(=O)(=O)N3CCOCC3)cn2)CC1,3,-0.4,10,7,3.9,0,-2,-11,-3,-8
O=C1NCCCCC1NS(=O)(=O)c1cccc(C(F)(F)F)c1 (stereo not given),3,0.5,9,8,-1.0,2,1,2,2,15
Cc1csc(NC(=O)c2ccc(N3CCCC3=O)cc2)n1,-2,-0.2,1,3,-4.7,3,-5,2,2,4
CC(C)C(NC(=O)[C@H](Cc1ccccc1)NC(=O)OCc1ccccc1)P(=O)(O)OC(Cc1ccccc1)C(=O)O (stereo not given in full),1,x,x,6,x,1,x,11,-4,x
CCN(CC)S(=O)(=O)c1cccc(NC(=O)CN2C(=O)NC3(CCC(C)CC3)C2=O)c1 (stereo not given),7,-0.8,6,3,1.1,3,-4,-4,-7,-1
CC(OC(=O)C1=COCCO1)C(=O)Nc1ccc(Cl)cn1 (stereo not given),1,0.3,9,8,-0.7,-2,-2,10,-4,-11
O=c1oc2ccccc2c2c1nnn2CCO,1,-0.9,8,3,1.2,-2,1,-3,1,-8
COC(=O)c1ccc2[nH]c(C(C)(C)O)c(C)c2c1,3,0.4,11,-5,3.7,-5,5,-6,1,6
CSc1cc(-c2ccccc2)n(Cc2ccc(Cl)cc2Cl)c(=O)c1C#N,2,0.5,-18,3,-0.9,1,0,3,5,5
CC1(C(=O)Nc2ccc3c(c2)OCO3)Cc2c(-c3ccc4c(c3)OCO4)ccnc2O1 (stereo not given),-2,-0.4,-12,0,-4.1,-2,3,-3,-8,-2
CCOc1ccc(-c2nc(CSCC(=O)NC3CCC3)c(C)o2)cc1,-3,x,x,5,x,-4,x,-2,-9,x
C#CCCN([C@H](C(=O)OC)C(C)C)S(=O)(=O)c1ccc(F)cc1Br,-5,-0.2,x,0,x,0,2,3,7,x
COc1ccccc1C1CCN(Cc2ccccc2Cl)CC1,-5,0.6,-3,4,0.5,-7,-4,-1,9,0
O=C(CN1CCN(C(=O)c2cncn2-c2ccc(F)cc2)CC1)Nc1ccccc1C(F)(F)F,-1,0.3,1,2,-0.6,1,-2,0,-6,-21
Fc1ccc(-c2csc(-c3ccccn3)n2)cc1F,-5,-1.1,5,-6,2.1,-6,0,-6,-11,-4
O=S(=O)(c1ccc(F)cc1)N1CCN(Cc2cc3c(cc2Br)OCCO3)CC1,-8,0.1,-9,0,-1.1,-2,0,-8,13,-2
O=C(CSc1nc(-c2ccccc2)cs1)NCCN1C(=O)CSC1=O,0,-0.7,7,-2,2.2,4,-1,-7,5,2
CN(c1ccc(OCC(=O)NC2=NCCS2)cc1)S(=O)(=O)c1ccc(F)cc1,-3,0.8,2,-4,0.9,4,1,-5,-2,-1
O=C(CSc1ncccn1)Nc1cc(Cl)ccc1[N+](=O)[O-],-2,0.1,12,-7,-1.5,-7,-1,4,-5,0
COC(=O)c1c(-c2ccc(OC)cc2)oc2ccc(-c3cc(OC)c(OC)c(OC)c3)cc12,-2,-1.8,14,6,-0.9,-4,3,-4,-94,-4
CC1CCC(NC(=O)CN2CCN(S(=O)(=O)c3ccc(Br)s3)CC2)CC1 (stereo not given),1,0.8,-4,2,-5.9,0,-1,-6,-16,-3
C/C(C=Nn1c(-c2ccc(F)cc2)n[nH]c1=S)=C/c1ccco1,-1,0.3,x,6,x,-7,34,10,0,x
COc1ccccc1CNc1nc(NCc2ccccc2)nc2ccsc12,-5,0.0,12,-1,-1.8,-5,1,-13,-6,14
C=CCNC(=O)CSc1nc2cc(C(=O)OCC)ccc2n1CC,-1,-0.3,-7,-8,1.3,-7,-6,4,1,-5
COC(=O)[C@@]1(C)[C@H]2C(=O)N(C)C(=O)[C@H]2[C@H]2CN(C)C(=NC3CCCCC3)N21,3,0.0,-13,0,-1.2,-1,1,5,-2,-1
CCCCCCCC(=O)OCC(O)CO (stereo not given),1,0.7,-4,5,-0.8,6,1,-3,-5,-3
Nc1c(C(=O)NC2CCCCC2)nsc1C(=O)OCC(=O)NC1CCCCC1,9,-0.5,-6,6,-1.1,8,-8,6,-57,3
O=C(NCc1ccccn1)Nc1cccc(Cl)c1,1,0.3,-16,-6,4.5,2,0,-1,-2,1
O=C1/C(=C/c2cccnc2)CCC/C1=C\c1cccnc1,-3,-0.6,7,3,x,-3,-6,-5,5,4
O=C(Nc1cccc(C(F)(F)F)c1)C(SCCO)c1ccccc1 (stereo not given),-4,0.2,-15,-4,1.9,-8,0,-15,1,0
O=C(C=C(C(=O)c1ccccc1)c1ccccc1)c1ccccc1,-15,0.2,-2,3,-3.1,-6,5,-2,6,7
O=C(O)c1[nH]c2ccc(Cl)cc2c1CCN1C(=O)c2ccccc2C1=O,1,0.6,-3,-1,0.2,12,50*,-40,8,0
O=C(NC1CC1)C1=C[C@H](c2ccc3c(c2)OCO3)C[C@H](OCc2ccc(CO)cc2)O1,-1,-0.5,-13,0,-1.6,-4,-4,0,-4,-1
Cc1ccc(C)c(NC(=O)c2nnn(Cc3ccccc3C)c2N)c1,0,0.5,-11,-1,-1.4,2,4,-15,2,7
COc1cnc(SCCC(F)=C(F)F)[nH]c1=O,3,0.3,8,-2,-1.1,5,-2,1,1,5
CCOc1cc(/C=N/NC(=O)CSc2nnc(C)s2)ccc1OCc1ccccc1Cl,3,0.4,-3,1,-0.1,-1,7,-4,5,3
O=C(c1ccc(F)cc1)c1cnc(Nc2ccccc2)s1,0,0.5,-6,4,3.9,1,4,-1,-4,-7
Cc1cccc(NC(=O)NC(C)C(c2ccccc2)N2CCN(C)CC2)c1 (stereo not given),-1,0.1,-5,4,1.2,-4,-1,-5,-1,10
O=C(O)c1ccc(NC(=S)Nc2ccc(S(=O)(=O)Nc3ccccn3)cc2)cc1,-5,-0.3,15,4,1.6,-2,3,5,-9,-10
CC(C)Cc1ccc(CN2CCCC(NC(=O)c3ccoc3)C2)cc1 (stereo not given),0,-0.7,-12,-7,-2.1,-2,-9,-8,6,11
O=C1NC(=Nc2ccccc2)S/C1=C/c1cccnc1,-3,-0.1,-2,0,-1.0,2,-2,1,-7,13

# Of the compounds above, these contain a nitro group on carbon.
SMILES,NPR1 activator,proKLK7 act,ASAP1 GAP inh,DDE Tn6 FP inh,FXN GAA850 act,NPR2 activator,rCAG binder,HGIII-sPLA2 inh,ADAM10 inh,ARFGAP1 inh
Cc1ccc(S(=O)(=O)NCc2ccc(C(=O)N3CCN(c4ccc([N+](=O)[O-])cc4)CC3)cc2)cc1,0,0.2,0,2,-5.3,-2,6,-11,10,1
O=C(CSc1ncccn1)Nc1cc(Cl)ccc1[N+](=O)[O-],-2,0.1,12,-7,-1.5,-7,-1,4,-5,0
